Screening results deposited in PubChem BioAssay by several laboratories.
SR-BI DiI-HDL act: activators of SR-BI mediated DiI-HDL uptake, primary screen, ldlA[mSR-BI] CHO cells, DiI fluorescence | 3 h; 100 = double the neutral-control signal | activation, % at 12.5 µM | hit rate 0.096% among 320,000 | AID 504775, 2011;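 active = mean replicate activation of at least 60% and every replicate at or above 60%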;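 also: 0% = median plate neutral-control signal and 100% = twice that signal; values of inactives mirror those of a sister screen read the other way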
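material = CHO ldlA[mSR-BI] cells | medium = Ham's F12 with 0.5% BSA, HEPES 25 mM, pH 7.4 | reagent = fluorescent DiI-HDL, 10 µg/mL final | compound dosing = single-point compound dose | incubation = 3 h, 37 °C | measured by = bottom-read fluorescence, 550/595 nm | measure = HDL uptake via cellular fluorescence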
CAL PDZ FP-1: untagged CAL PDZ binding inhibitors, primary screen, biochemical, fluorescence polarization, HTS; hit rate 0.92% among 300,000; purified CAL PDZ, TMR-peptide fluorescence polarization, 1 h; inhibition, % at 24.9 µM; AID 602252, 2012;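 active = mean inhibition of at least 30% with at least half of replicates also reaching 30%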;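 also: 0% = DMSO neutral control and 100% = excess unlabeled competitor peptide PRC23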
PKA-R2B activ: activators of PKA-R2B holoenzyme, primary screen, biochemical, fluorescence polarization, Cy5-IP20, human; PKA-R2B holoenzyme dissociation; R2B truncated from residue 108, S112A mutant; 0% DMSO only, 100% 113 µM cGMP; activation, % at 11.4 µM; hit rate 0.079% among 340,000;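 active = activation above a cutoff set at the mean over all compounds plus 3 SD, cut at about 18% in these data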;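 also: higher means more holoenzyme dissociation and a rise in polarization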
Rtt109 Vps75: inhibitors of C. albicans Rtt109/Vps75 HAT, primary screen, biochemical, ThioGlo CoA-SH fluorescence, plate reader | purified Rtt109/Vps75, 4 h | inhibition, % at 34.9 µM | hit rate 0.16% among 330,000 | AID 540336, 2011;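 active = inhibition of at least 50% in every replicate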
Target sequence (Q5AAJ8 whole entry, looked up): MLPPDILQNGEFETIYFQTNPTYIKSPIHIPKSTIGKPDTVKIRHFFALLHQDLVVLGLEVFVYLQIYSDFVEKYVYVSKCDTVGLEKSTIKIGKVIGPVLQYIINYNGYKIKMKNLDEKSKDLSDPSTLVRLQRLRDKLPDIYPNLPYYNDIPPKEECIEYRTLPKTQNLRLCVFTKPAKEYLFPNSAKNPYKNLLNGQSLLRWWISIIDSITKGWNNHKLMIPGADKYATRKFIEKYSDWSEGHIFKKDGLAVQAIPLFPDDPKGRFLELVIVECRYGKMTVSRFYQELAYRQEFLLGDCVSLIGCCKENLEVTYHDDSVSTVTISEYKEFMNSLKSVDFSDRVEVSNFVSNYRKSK
LANA DNA inh: inhibitors of KSHV C-LANA binding to DNA, primary screen, biochemical, fluorescence polarization, FAM-LBS DNA, MBP-C-LANA, single point; inhibition, % at 9 µM; hit rate 0.078% among 340,000; AID 504423, 2011;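 active = highest replicate inhibition at or above 60% at 9 µM, even if other replicates fall short; inactive = all replicates below 60% inhibition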;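 also: 0% = neutral control wells and 100% = 4 µM acridine orange control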
DAGLB inh: DAGLB lipase inhibitors, primary screen, biochemical, fluorescence, HTS. AID 504411, 2011. Diacylglycerol lipase-beta (Homo sapiens), Q8NCG7. inhibition, % at 5.17 µM. hit rate 0.059% among 340,000. HEK293T DAGLB membrane lysate, EnzChek fluorogenic substrate; in the data active = inhibition above about 34%;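 also: 0% = enzyme with vehicle and 100% = wells lacking enzyme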
Keap1-Nrf2 PPI: Keap1-Nrf2 protein-protein interaction inhibitors, primary screen, biochemical, fluorescence polarization, single point. Keap1 Kelch-Nrf2 peptide fluorescence polarization, 1536-well. inhibition, % at 9.4 µM. hit rate 0.15% among 340,000; in the data active = inhibition above about 12%;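 also: human Keap1 Kelch domain with fluorescein labeled Nrf2 9mer peptide probe; 0% = neutral control wells and 100% = peptide positive control; higher means more block of Keap1 binding to Nrf2 peptide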
Target sequence (Q14145 whole entry, looked up, the tested form may be a part): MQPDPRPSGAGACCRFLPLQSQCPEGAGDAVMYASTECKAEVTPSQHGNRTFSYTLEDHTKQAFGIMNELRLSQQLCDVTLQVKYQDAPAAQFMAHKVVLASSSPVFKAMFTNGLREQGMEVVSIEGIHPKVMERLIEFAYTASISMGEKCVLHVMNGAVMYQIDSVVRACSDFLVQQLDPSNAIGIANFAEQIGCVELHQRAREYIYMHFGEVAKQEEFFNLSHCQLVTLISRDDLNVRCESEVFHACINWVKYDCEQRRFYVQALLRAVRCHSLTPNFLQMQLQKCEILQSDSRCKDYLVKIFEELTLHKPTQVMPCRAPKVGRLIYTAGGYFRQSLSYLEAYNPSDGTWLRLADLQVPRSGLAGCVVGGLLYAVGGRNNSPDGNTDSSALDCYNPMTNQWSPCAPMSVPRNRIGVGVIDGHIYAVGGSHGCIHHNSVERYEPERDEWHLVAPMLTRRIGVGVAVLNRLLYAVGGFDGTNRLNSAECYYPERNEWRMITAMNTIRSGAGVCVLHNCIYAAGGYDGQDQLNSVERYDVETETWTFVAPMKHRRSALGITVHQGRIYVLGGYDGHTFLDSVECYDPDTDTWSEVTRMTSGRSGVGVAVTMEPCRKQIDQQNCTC
cardiac RTF act: cardiac RTF calcium sensitivity activators, primary screen, biochemical, IANBD-TnC fluorescence, EC20 calcium | Troponin I, cardiac muscle (Homo sapiens) + Troponin T, cardiac muscle (Homo sapiens) + … | IANBD-labeled TnC RTF fluorescence at EC20 calcium; 0% EC20 calcium, 100% full calcium | activation, % at 7.2 µM | hit rate 0.24% among 340,000;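 active = activation above the mean over all tested compounds plus 3 SD, cut at about 30% in these data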;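 also: rise in fluorescence read as greater calcium sensitivity of cardiac thin filaments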
CAL PDZ FP-2: CAL PDZ peptide-binding inhibitors, primary screen, biochemical, fluorescence polarization, Cer-tagged CAL PDZ, HTS | inhibition, % at 20 µM | Golgi-associated PDZ and coiled-coil motif-containing protein (Homo sapiens), Q9HD26 | purified CAL PDZ, TMR-peptide fluorescence polarization, 1 h | hit rate 0.02% among 330,000 | AID 504414, 2011;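 active = highest replicate inhibition of at least 40%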;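 also: plate controls were DMSO neutral control wells for no effect and unlabeled competitor peptide control wells for full effect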
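material = purified tagged CAL PDZ domain construct (CerCALP) | buffer or medium = sodium phosphate/NaCl buffer pH 7.4 with TCEP, IgG, Thesit | reagent = TMR-labelled reporter peptide T*-PRC34 bound in PDZ groove | incubation = 1 h room-temperature incubation prior to read | measured by = fluorescence polarization (mP) | evaluation = percent inhibition from loss of millipolarization | control set = unlabelled peptide and DMSO controls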
RTF Ca sens inh: cardiac RTF calcium sensitivity inhibitors, primary screen, biochemical, IANBD-TnC fluorescence, EC70 calcium. IANBD-labeled cardiac RTF, Ca2+ fluorescence. inhibition, % at 7.15 µM. hit rate 0.12% among 340,000. AID 493244, 2011;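 active = inhibition above the mean inhibition of all tested compounds plus 3 SD, cut at about 17% in these data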;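 also: assay run at fixed EC70 calcium of 1.6 mM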
Starred values were filed as active, the others as inactive; . = not tested or not shown.

SMILES	SR-BI DiI-HDL act	CAL PDZ FP-1	PKA-R2B activ	Rtt109 Vps75	LANA DNA inh	DAGLB inh	Keap1-Nrf2 PPI	cardiac RTF act	CAL PDZ FP-2	RTF Ca sens inh
O=C(NCCNCc1ccccc1)c1ccco1	-11	.	-4	12	1.1	4	-1	-6	-7.9	5
Cc1ccc(OCC(=O)OCC(=O)Nc2sccc2C(N)=O)cc1C	4	-4	-4	-8	-0.7	1	3	-2	-3.0	-1
CC(=O)c1sc(N/N=C\c2c(O)ccc3ccccc23)nc1C	-97	.	-5	8	-0.1	6	-9	0	-0.1	-21
CCCn1c(SCC(=O)c2c(N)n(C3CC3)c(=O)[nH]c2=O)nc2cc(S(N)(=O)=O)ccc21	1	-3	-5	12	-0.1	1	-3	3	-3.6	3
COc1ccc(Cc2noc(CN3CCN(c4ccc(Cl)cn4)CC3)n2)cc1OC	.	1	-3	0	-1.1	-1	2	3	-1.6	-8
CCC(=O)N1C(C(=O)O)CSC1c1ccc(OC)cc1 (stereo not drawn)	12	.	2	-8	-0.6	0	5	3	-0.8	-1
COCc1nnc(SCC(=O)NC(C)c2ccccc2)n1-c1ccccc1 (stereo not drawn)	11	-1	1	-10	1.7	0	1	-2	-0.1	-3
O=C(NNS(=O)(=O)c1ccc(Br)cc1)c1ccncc1	6	-1	4	5	-1.6	-1	-1	14	-0.5	-2
CCC(=O)N(Cc1cc(=O)[nH]c2ccccc12)c1ccc(OC)cc1	2	-5	7	2	0.3	0	3	4	-0.5	-2
CCCNS(=O)(=O)c1ccc(OCC(=O)NCC2CCCO2)cc1 (stereo not drawn)	-2	-1	5	10	-0.7	2	4	3	-1.5	4
COc1ccc(NC(=O)Nc2nc3ccccc3s2)cc1	-14	1	-6	9	2.4	-3	0	-3	-2.1	-1
Cc1ccc(NS(=O)(=O)c2c(C)[nH]c(C)c2C(=O)N2CCCCC2)cc1C	9	-6	0	5	2.0	0	-4	-1	-2.1	-10
Cc1nc2ccc(NC(=O)N3CCCCC3)cc2s1	26	.	0	9	-0.2	-3	-3	-2	-1.8	1
Cc1cccc(OCCC(=O)Nc2ccc(N3CCOCC3)cc2N2CCOCC2)c1	-1	.	-4	-6	1.0	-1	-1	-4	0.8	0
O=C(CCC1CCCN(Cc2ccncc2)C1)NCc1ccc(F)c(F)c1 (stereo not drawn)	3	-3	0	5	0.0	0	2	-1	-1.6	-7
C=CCN1CCN(C(c2ccccc2)c2nnnn2CCC(C)C)CC1 (stereo not drawn)	11	-1	-8	6	-0.7	1	-8	0	-1.7	3
COC(=O)C1C(O)=C(C=NCC(C)N=CC2=C(O)C(C(=O)OC)C(C)(C)CC2=O)C(=O)CC1(C)C (stereo not drawn)	20	-4	-3	-3	-2.3	-2	-1	-4	.	12
O=C(CCc1nc2ccccc2[nH]1)N1CCc2ccccc2C1	3	.	-2	-8	0.7	-3	-3	5	0.0	-7
O=C(NCCS(=O)(=O)N1CCN(c2ccccc2)CC1)C1CC(=O)N(c2ccc(F)cc2)C1 (stereo not drawn)	10	5	11	4	-0.8	1	-3	-2	0.3	-8
Cc1ccc(OCC(=O)Nc2ccc(S(=O)(=O)Nc3ccccn3)cc2)cc1	21	-5	-1	5	15	-1	0	-5	-2.7	0
Cn1c(N2CCN(C(=O)Nc3ccc(F)cc3)CC2)nc2ccccc21	-26	-3	-7	2	1.6	-1	-2	-8	-0.5	-13
NCCCn1c(C(=O)c2ccc(Cl)cc2)c2ccc(C(F)(F)F)cc2[n+]1[O-]	-10	-1	4	-1	1.8	1	-4	-4	1.7	-9
c1ccc(-c2ccc3[nH]ccc3c2)cc1	-20	2	0	4	1.8	-2	-2	-3	0.8	1
COc1ccc(OC)c(/C=C/C(=O)OCC(=O)NCc2ccco2)c1	8	-5	-2	2	-1.2	-4	5	0	-0.6	-7
S=c1[nH]nc(COc2ccc(Cl)cc2Cl)n1-c1ccccc1	6	-6	-4	0	-5.1	2	-1	-6	-3.0	0
CCOC(=O)N1CCN(C(=O)c2cn(C)c3ccc(S(=O)(=O)N4CCCC4)cc3c2=O)CC1	23	-4	6	-2	-0.3	-1	0	3	-2.6	-7
CCc1ccc(-c2n[nH]c(=O)c3ccccc23)cc1	26	-6	-3	-1	3.2	-3	-2	-2	-1.3	1
CC[C@]1(C(=O)OC)[C@H]2C(=O)N(Cc3ccccc3)C(=O)[C@H]2[C@H]2CN=C(SC)N21	7	1	2	10	-1.8	-1	-2	-1	0.3	-1
CC(=O)Nc1ccc2[nH]c(C)cc(=O)c2c1	6	0	-3	3	-1.1	1	-5	-2	-1.1	11
COc1cccc(C(C#N)N2CCCCC2)c1O (stereo not drawn)	8	1	-3	-5	0.2	1	-2	-1	.	-5

Looked up above.
Value of `COc1ccc(NC(=O)Nc2nc3ccccc3s2)cc1` in RTF Ca sens inh: -1
Value of `C=CCN1CCN(C(c2ccccc2)c2nnnn2CCC(C)C)CC1` (stereo not drawn) in SR-BI DiI-HDL act: 11

Going on with the list:
SMILES	SR-BI DiI-HDL act	CAL PDZ FP-1	PKA-R2B activ	Rtt109 Vps75	LANA DNA inh	DAGLB inh	Keap1-Nrf2 PPI	cardiac RTF act	CAL PDZ FP-2	RTF Ca sens inh
Cc1nn(C)c(C(=O)N2CCc3ccccc32)c1Br	0	-3	12	-15	-0.1	1	-4	20	-0.6	-11
CCc1c(C)[nH]c2c(C)cccc2c1=O	48	-3	0	-8	1.4	1	1	1	-1.0	6
Cc1cc(NC(=O)CCCN2C(=O)/C(=C/c3ccccc3Cl)SC2=S)no1	-12	-6	-2	-8	-1.2	0	-1	-2	-1.5	-6
COc1ccc(NCc2nnc(SCC(=O)Nc3ccccc3OC)o2)cc1	-64	.	7	-15	0.5	0	-3	2	0.9	5
COc1cc2c(cc1OC)CN(Cc1cccs1)CC2	19	.	-9	-28	-0.2	0	-8	-3	0.7	-5
O=C(c1ccncc1)N1CCN(C2CCCCC2)CC1	-4	1	-2	-5	-1.2	0	4	4	-2.4	-3
O=C(CCNS(=O)(=O)c1cccc(C(F)(F)F)c1)NCc1ccco1	13	-4	-4	16	4.5	-1	1	-2	0.3	1
CCOC(=O)c1c(C2CCN(C(=O)OCC)CC2)nc2ccccn12	-12	.	-2	6	-0.9	3	-1	-2	-0.9	-1
CCCn1c(SCC(=O)Nc2cccc(S(=O)(=O)N3CCCC3)c2)n[nH]c1=O	.	-1	-4	-3	-0.1	0	-3	-2	-1.8	-1
CC(C)(C)N(C(=O)Cn1nnc(-c2ccc(F)cc2)n1)C(C(=O)NC1CCCC1)c1ccncc1 (stereo not drawn)	-21	36*	-2	3	-1.3	1	1	3	-1.4	-7
COc1ccc(/C=C\c2onc(C)c2S(=O)(=O)N2CCC(C(=O)NCCC(C)C)CC2)cc1	-53	.	0	3	-1.1	-4	-8	10	-0.9	-2
C/C(CC(=O)N(C(C)C)C(C)C)=N\NC(=O)c1ccccc1Br	26	-4	-19	-2	3.9	4	0	14	0.6	0
O=C(NCC1CCCO1)Nc1cc(Cl)cc(Cl)c1 (stereo not drawn)	8	-2	-4	.	-0.1	-2	-2	-4	-2.8	7
C=CCNCc1cccn1-c1ccccc1	-8	-3	-6	-6	-0.2	1	-1	-4	-2.2	-6
Cc1cccc(C(=O)NCc2nnc(SCC(=O)Nc3nnc(C)s3)n2C)c1	12	6	7	-4	-1.6	0	-8	6	-0.1	-7
COc1cc(C#N)c(N=C(SCC#N)N2CCOCC2)cc1OC	20	5	3	20	8.0	-5	2	-2	0.5	-5
Cn1c(S(=O)(=O)Cc2ccc(Cl)cc2)nc2ccccc21	-15	-3	-13	6	1.8	1	-2	-2	0.6	-4
O=C(COc1ccc(Cl)cc1)Nc1ccc(C(=O)NCc2cccnc2)cc1	4	-4	-19	-3	1.0	1	-1	-5	-3.8	-2
COc1ccc(OCC(=O)Nc2cc(S(=O)(=O)N3CCCC3)ccc2OCC(F)(F)F)cc1	-16	-6	-11	3	1.5	-2	-2	-18	-1.6	-2
NC(=O)SCC(=O)Nc1cccc(Cl)c1	2	0	-14	-15	2.1	-17	-7	6	0.0	3

Next section; the last 2 above are carried over.
SMILES	SR-BI DiI-HDL act	CAL PDZ FP-1	PKA-R2B activ	Rtt109 Vps75	LANA DNA inh	DAGLB inh	Keap1-Nrf2 PPI	cardiac RTF act	CAL PDZ FP-2	RTF Ca sens inh
COc1ccc(OCC(=O)Nc2cc(S(=O)(=O)N3CCCC3)ccc2OCC(F)(F)F)cc1	-16	-6	-11	3	1.5	-2	-2	-18	-1.6	-2
NC(=O)SCC(=O)Nc1cccc(Cl)c1	2	0	-14	-15	2.1	-17	-7	6	0.0	3
COc1cccc(-c2nc(N3CCN(Cc4ccccc4)CC3)c3ccccc3n2)c1O	.	0	8	-4	-0.2	-1	1	3	-1.5	-7
O=c1[nH]c2ccccc2n2c(=S)[nH]nc12	.	-7	0	-3	1.2	-3	1	0	-1.1	-13
O=C(Nc1nnc(Cc2ccc([N+](=O)[O-])cc2)s1)c1ccc2c(c1)OCO2	.	-6	-5	9	0.3	3	0	3	-2.0	-12
Cc1cnc(Sc2ncccc2[N+](=O)[O-])nc1	18	1	-7	6	0.6	-4	1	0	-0.2	8
Cc1ccc(SCC(=O)Nc2ccccc2N2CCOCC2)cc1	-8	48*	-3	-2	-1.6	-3	-1	-5	-0.3	5
O=C(Nc1sc2c(c1C(=O)NCC1CCCO1)CCCC2)c1cccs1 (stereo not drawn)	-68	-4	-2	-3	-1.2	-10	-1	9	-2.9	-4
COc1ccc(S(=O)(=O)N2CCCCCC2)cc1C(=O)N1CCN(c2ccc(F)cc2)CC1	29	-1	-3	17	-0.2	0	-3	4	-0.6	-6
COc1ccc([C@H]2CC(=O)C=C(c3ccc(OC)cc3OC)C2)cc1	-52	-5	0	8	-0.9	-8	-4	2	-2.2	4
COn1c(SCC(=O)N(C)C)nc2ccccc2c1=O	5	-3	10	-9	-1.4	1	-1	4	.	-7
COc1ccc(-n2nc(C(=O)NCC(=O)N3CCN(Cc4ccccc4)CC3)c3ccccc3c2=O)c(OC)c1	.	.	2	20	-3.2	1	-2	-2	-1.6	-22
